# NPR2 activator = GC-B (human) receptor activation | 370,000 compounds, 0.11% hits | activation, % at 10 µM | P20594 | HEK293-GC-B cells, CNP EC30, cGMP TR-FRET; 0% at EC30 CNP, 100% saturating CNP;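 active = activation at 10 µM reaching about 35% in either raw or pattern-adjusted values, limit read from the data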
# KLK7 zymogen act = activators of human kallikrein-7 zymogen | purified proKLK7, EDANS-DABCYL substrate fluorescence; 100% is mature enzyme control, 0% vehicle | activation, % at 7 µM | 370,000 compounds, 0.9% hits;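 active = activation above the mean of all tested compounds plus 3 SD, computed per campaign excluding outliers beyond control limits, cut at about 13% in these data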
# DAX1 inh-1 = inhibitors of human orphan nuclear receptor DAX1 (NR0B1). P51843. HEK293 Gal4-DAX1 luciferase reporter, luminescence. inhibition, % at 6.75 µM. 340,000 compounds, 0.99% hits. AID 504766;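 active = inhibition above the mean over all tested compounds plus 3 SD, cut at about 4.2% in these data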;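 note: 0% = DAX1-transfected cells with DMSO and 100% = empty-vector control cells with DMSO; inhibition shows as a rise in luminescence from relieved DAX1 repression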
# GC-A act = GC-A (human) enzyme activation | HEK293 GC-A cells, cGMP TR-FRET, EC30 ANP; 0% at EC30 ANP, 100% saturating ANP | activation, % at 10 µM | 370,000 compounds, 0.14% hits | AID 1671463; in the data active = activation above about 40%
# Target sequence (P16066 whole entry, looked up): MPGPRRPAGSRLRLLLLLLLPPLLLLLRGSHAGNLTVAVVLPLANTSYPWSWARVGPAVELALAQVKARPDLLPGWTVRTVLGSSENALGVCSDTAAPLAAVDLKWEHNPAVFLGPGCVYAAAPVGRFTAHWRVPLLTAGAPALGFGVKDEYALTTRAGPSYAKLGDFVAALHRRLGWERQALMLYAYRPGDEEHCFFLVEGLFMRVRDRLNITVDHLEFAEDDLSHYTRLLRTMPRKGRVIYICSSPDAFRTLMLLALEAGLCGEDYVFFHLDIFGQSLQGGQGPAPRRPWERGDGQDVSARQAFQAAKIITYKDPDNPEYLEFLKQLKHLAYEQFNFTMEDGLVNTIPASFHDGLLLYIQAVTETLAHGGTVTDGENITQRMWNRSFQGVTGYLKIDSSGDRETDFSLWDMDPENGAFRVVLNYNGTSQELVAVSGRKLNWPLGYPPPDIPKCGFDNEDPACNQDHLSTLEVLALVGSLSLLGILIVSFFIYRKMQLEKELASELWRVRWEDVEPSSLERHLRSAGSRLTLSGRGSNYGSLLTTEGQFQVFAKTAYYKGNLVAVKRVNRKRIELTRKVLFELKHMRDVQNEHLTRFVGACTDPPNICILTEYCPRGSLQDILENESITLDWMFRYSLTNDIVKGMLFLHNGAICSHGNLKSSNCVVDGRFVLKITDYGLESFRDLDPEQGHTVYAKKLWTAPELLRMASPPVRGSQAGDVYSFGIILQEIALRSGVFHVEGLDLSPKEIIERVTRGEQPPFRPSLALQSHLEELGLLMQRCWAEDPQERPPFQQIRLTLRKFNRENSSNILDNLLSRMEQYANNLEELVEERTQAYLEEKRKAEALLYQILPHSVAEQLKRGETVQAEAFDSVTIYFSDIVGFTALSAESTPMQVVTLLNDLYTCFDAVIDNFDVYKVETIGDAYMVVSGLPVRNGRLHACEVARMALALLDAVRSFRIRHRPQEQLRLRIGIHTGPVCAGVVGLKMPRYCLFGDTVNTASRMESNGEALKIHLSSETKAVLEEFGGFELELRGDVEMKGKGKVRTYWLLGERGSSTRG
# hgDAF12 agonist = agonists of H. glycines DAF-12 nuclear receptor | HEK293 GAL4-hgDAF12 UAS-luciferase reporter, agonist luminescence; normalized to butyrate control | activation, % at 6.8 µM | 370,000 compounds, 1.8% hits;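 active = activation above a cutoff set at the mean of all screened compounds plus 3 SD, cut at about 10% in these data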;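 note: 0% = DMSO wells and 100% = sodium butyrate wells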
# SMARCA2 act = activators of SMARCA2 function. 370,000 compounds, 1% hits. AID 652017. MG213 cells, MMTV-luciferase reporter, dexamethasone, overnight. activation, % at 9.1 µM; in the data active = activation above about 7.8%;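 note: 0% = vehicle wells and 100% = reference activator wells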
# sPLA2-III inh = Blocks human group III sPLA2 activity; Q9NZ20; QFRET BODIPY PC-A2 liposome hydrolysis, fluorescence; inhibition, % at 12.2 µM; 370,000 compounds, 0.56% hits; AID 743126;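 active = inhibition above mean plus 3 SD of compounds lying within the high and low control bounds, cut at about 19% in these data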;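 note: 0% = median of test compound wells and 100% = no enzyme DMSO wells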
# hcDAF-12 act = activators of H. contortus DAF-12 nuclear receptor | activation, % at 6.8 µM | 370,000 compounds, 1.4% hits | AID 652067 | HEK293 hcDAF-12 lit1-tk-luc reporter, luminescence; 0% DMSO, 100% Δ7-dafachronic acid;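 active = activation above the mean of all tested compounds plus 3 SD, cut at about 5.5% in these data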;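 note: 100% = response to 3 µM Δ7-dafachronic acid high control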
# DAX1 inh-2 = DAX1 (NR0B1) inhibition, primary screen | inhibition, % at 6.8 µM | AID 652010 | 370,000 compounds, 1.1% hits | HEK293T StAR-luciferase reporter, SF-1/DAX-1 repression relief;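 active = inhibition above the mean over all tested compounds plus 3 SD, cut at about 3.6% in these data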;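 note: 0% = DAX-1 cells with DMSO and 100% = cells lacking DAX-1 with DMSO; higher inhibition means more luminescence from relief of DAX-1 repression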
# GAA850 FXN act = activators of GAA850 frataxin (FXN) promoter. HEK293 lucGAA850 FXN promoter luciferase reporter, 24 h; percent of 10 µM SAHA response. activation, % at 6 µM. 360,000 compounds, 0.56% hits;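 active = activation above the average of all compounds screened plus 3 SD, cutoff fixed separately per campaign, cut at about 7.5% in these data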;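 note: 0% = DMSO wells and 100% = 10 µM SAHA wells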
# ssDAF12 agonist = activates DAF-12 receptor from parasite S. stercoralis; HEK293 ssDAF-12/GRIP1 lit1-tk-luc reporter, luminescence; % of 3 µM dafachronic acid response; activation, % at 6.8 µM; 370,000 compounds, 1% hits; AID 652126;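 active = activation above the mean over all tested compounds plus 3 SD, cut at about 0.9% in these data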;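 note: 0% = DMSO-only wells and 100% = 3 µM delta7-dafachronic acid wells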
# Starred values were filed as active, the others as inactive; . = not tested or not shown.
SMILES,NPR2 activator,KLK7 zymogen act,DAX1 inh-1,GC-A act,hgDAF12 agonist,SMARCA2 act,sPLA2-III inh,hcDAF-12 act,DAX1 inh-2,GAA850 FXN act,ssDAF12 agonist
Cc1ccc(CNC(=O)C2CC=CCC2C(=O)O)cc1 (stereo not given),0.0,0.3,1.1,4.1,0.3,-4.1,6.9,0.6,0.1,-0.1,-0.5
COCCN1C(=O)CCC1(C)c1nnnn1Cc1ccccc1 (stereo not given),2.2,0.0,.,-1.5,2.6,-0.3,1.1,0.6,0.1,.,-0.8
CCOc1cc2[nH]c(=S)n(Cc3ccc(C(=O)NCCOC)cc3)c(=O)c2cc1OCC,-3.7,0.0,-1.0,1.6,-1.5,0.2,5.7,-0.1,0.3,-3.1,-0.9
C/C(=N\NC(=O)Cc1c(C)[nH][nH]c1=O)c1cccc(Br)c1,1.9,-0.2,2.0,4.6,-1.4,1.5,2.2,0.8,0.0,-0.7,-1.2
COc1ccc(/C=N/Nc2nncn2N)cc1Br,-3.5,-0.1,1.5,-0.6,-12.6,-6.8,-11.8,-2.9,-1.8,-1.6,-1.5
COc1cc2c(C(=O)NCc3ccc4c(c3)OCO4)cn(C)c(=O)c2cc1OC,0.2,-0.9,1.3,-0.3,0.5,-2.3,-0.8,-1.6,-0.4,-0.7,-0.7
Nc1nc(NCCCN2CCOCC2)nc(Nc2ccc(Cl)cc2)c1[N+](=O)[O-],-7.0,-0.2,.,-6.8,0.1,-0.9,-7.7,-0.3,0.8,0.1,-2.0
COc1ccccc1NC(=O)CSc1ncnc2c1oc1ccccc12,7.1,0.1,-0.3,1.9,2.2,-1.5,5.7,1.0,0.7,1.3,-0.8
O=C(OCC(=O)N(C1CCCCC1)C1CCCCC1)c1cnccn1,-5.9,0.7,2.0,-3.7,-1.0,-0.3,-1.3,0.3,0.6,0.0,-1.0
COCCN(C(=S)Nc1ccc(C)cc1C)C(C)c1cccs1 (stereo not given),-2.4,-0.2,1.1,-0.5,0.4,-3.8,6.3,-2.1,-0.5,2.1,-0.8
CC(C)(C)c1cc[n+](-c2nc([O-])sc2C=O)cc1,4.8,0.1,1.0,0.2,-3.0,0.3,-2.0,0.2,0.2,1.0,0.7
Cc1ccc(S(=O)(=O)N2CCOCC2)cc1C(=O)NC1=NCCS1,4.4,0.3,0.2,1.5,-0.5,-2.8,2.8,-0.9,0.1,-0.2,-0.8
CCOc1ccc(C(=O)NC(C(=O)NCc2ccccn2)C(C)C)cc1 (stereo not given),3.9,1.1,-0.1,5.5,-1.5,0.3,6.2,-0.6,0.4,-0.8,-1.1
CCOc1ccc(S(=O)(=O)NCc2ccc(F)cc2)c2cccnc12,-7.5,4.8,0.3,-1.1,-1.8,-1.6,-2.4,-1.3,-1.0,2.0,-1.0
Cc1cccc(C)c1OCc1cc(C(=O)N(Cc2nccn2C)C(C)C)no1,1.7,-0.2,-0.8,-0.5,0.6,-2.2,3.3,-2.2,-1.4,-1.7,-1.3
COc1ccc(S(=O)(=O)NCC(c2ccco2)N2CCc3ccccc3C2)cc1 (stereo not given),-9.8,0.6,-1.5,-11.1,0.1,-2.0,-20.6,0.8,1.0,1.3,-0.9
O=C(COC(=O)/C=C/c1ccc(S(=O)(=O)N2CCCCCC2)cc1)NCc1ccccc1Cl,-2.3,-0.1,-0.8,2.6,-1.2,-1.7,-7.9,-0.4,-0.7,2.4,-1.2
N#Cc1ccccc1OCC(=O)OCC(=O)N1CCCC1,1.4,-0.1,-1.5,0.7,2.3,-1.5,-1.6,1.3,0.7,2.0,-0.8
COc1ccc(NC(C)=O)cc1S(=O)(=O)N1CCN(C/C=C/c2ccccc2)CC1,-1.6,0.7,0.4,1.8,1.7,-0.8,-6.4,-0.4,0.1,-1.9,-1.8
CC(C)=C1SC(N2CCN(c3cccc(C)c3)CC2)=NC1=O,-5.1,0.2,-0.6,-2.9,-0.9,-2.1,15.7,-2.2,0.2,-1.6,-1.4
OC1(c2cccs2)CN(c2ccc(Cl)cc2)C2=[N+]1CCCS2 (stereo not given),-0.5,-0.6,1.1,1.5,0.2,-3.1,8.3,0.8,-0.1,0.6,-0.2
CCN1C(=O)NC2C1N(S(C)(=O)=O)CCN2S(C)(=O)=O (stereo not given),-1.8,0.0,-0.9,-0.2,0.9,1.7,5.0,-1.9,0.0,-2.3,-1.2
O=C(Cn1ccc(NC(=O)OCc2ccccc2)nc1=O)NCCN1CCOCC1,4.2,-0.4,-0.8,2.2,-0.6,0.0,2.9,-0.8,0.3,-1.0,-1.1
CN(c1ccccc1)S(=O)(=O)c1cc(C(=O)OCC(N)=O)ccc1Cl,-0.3,0.3,1.7,1.8,0.5,-0.5,-0.3,0.3,0.4,0.9,-1.6
CO/C(N)=C(\C#N)N=Cc1ccccc1Cl,-2.3,-0.3,1.1,3.0,13.9*,7.6,0.4,1.4,1.9,5.4,0.8
O=C(Nc1ccccc1)Nc1ccc(Cl)c([N+](=O)[O-])c1,-6.3,-0.1,0.1,-3.2,0.2,1.1,1.6,-0.9,-0.1,1.4,-1.5
C[C@@H](c1ccccc1)N1C[C@@H](COCc2ccccc2)Oc2cc(N3CC[C@@H](O)C3)ccc2S1(=O)=O,0.1,-0.3,.,-3.3,5.8,-5.6,-20.2,-1.7,-0.9,.,-0.9
CNC(=O)Cn1nc(C)c(S(=O)(=O)N2CCOCC2)c1C,-0.2,0.2,1.7,-2.0,-1.7,0.2,1.4,-0.8,1.1,0.6,-1.6
O=C(NC1CCN(S(=O)(=O)c2ccc(Cl)cc2)CC1)c1cccnc1,2.9,-0.2,1.5,0.7,0.9,-2.4,-5.5,-1.6,0.6,-0.4,-0.9
O=C(O)c1ccc(N/N=C/c2cn(Cc3ccccc3F)c3ccccc23)cc1,-0.3,-3.5,1.5,0.2,3.7,2.2,-13.2,3.0,0.5,5.8,-0.6
COCCCNC(=O)CCn1c(=O)c2ccccc2n(Cc2cccc([N+](=O)[O-])c2)c1=O,1.4,0.3,-0.7,-5.4,-1.0,-2.9,6.7,-1.2,0.2,4.1,-1.5
CC(=O)c1ccc(N2CCN(C(=O)c3cccc(Oc4ccccc4)c3)CC2)cc1,0.9,0.0,-0.1,-10.7,1.8,-2.6,-13.4,-1.3,0.7,3.5,-0.5
Cc1cccc(NC(=O)CCN2CC(C)CC(C)C2)c1 (stereo not given),2.9,0.3,2.1,5.6,1.1,-1.7,0.7,-0.5,0.0,-2.4,-1.4
N#Cc1nc(Cc2cccc3ccccc23)oc1NCCCn1ccnc1,0.9,0.0,-1.5,0.3,0.9,-1.2,-30.6,0.4,0.3,-2.8,-0.8
C=CCN1C(=O)C(=O)N(CC(=O)NCC(=O)Nc2ccc(F)c(F)c2F)C1=O,-0.3,-0.3,0.7,3.1,-1.7,-0.6,10.1,-0.3,-1.0,-0.3,-1.2
CCOc1ccc(-c2[nH]nc3c2C(c2cccnc2)C(C#N)=C(N)O3)cc1 (stereo not given),-7.6,0.1,0.0,-3.1,2.0,0.9,-17.8,-1.9,-0.6,-2.9,-1.6
COc1cccc(CN2CCNC(=O)C2CC(=O)NCc2cn3ccccc3n2)c1OC (stereo not given),-1.1,-0.1,-0.3,2.3,-2.9,-1.2,-0.3,0.6,-0.6,1.2,-1.2
O=C(COC(=O)c1cc(S(=O)(=O)N2CCOCC2)ccc1O)NCC1CCCO1 (stereo not given),-0.6,-1.9,-0.2,0.8,2.4,1.1,-1.0,-1.1,-0.2,2.2,-0.6
Cc1ccc(NC(=O)COc2ncnc3cc([N+](=O)[O-])ccc23)cc1S(=O)(=O)N1CCOCC1,-4.8,0.3,-0.5,-3.7,-1.6,-0.9,-13.9,-2.3,-0.7,2.7,-1.7
CC(C)Cn1c(N)c(C(=O)COC(=O)c2ccc([N+](=O)[O-])o2)c(=O)n(C)c1=O,-1.6,0.2,-0.8,5.9,-2.3,-0.2,-1.2,-1.0,-2.2,-2.5,-1.7
O=C(NC1CCCC1)c1cc2ccccc2o1,2.5,0.3,1.8,0.8,3.6,0.9,7.9,1.2,2.0,3.9,-0.6
CS(=O)(=O)c1ccc(C(=O)N2CC(=O)Nc3ccccc32)cc1,1.7,0.3,0.8,-1.7,-0.1,-1.3,-0.8,0.9,0.0,-1.6,-0.2
COC(=O)[C@H](C(C)C)N(CCCc1cn(Cc2ccccc2)nn1)S(=O)(=O)c1ccccc1Br,7.9,0.8,.,-1.0,-5.2,-3.6,-17.4,-3.8,-2.8,.,-1.8
O=C(Cc1coc2cc3c(cc12)CCC3)OCC(=O)N1CCCC1=O,-3.6,0.2,-0.5,10.8,-15.4,-9.5,2.7,-6.4,-2.3,-6.9,-3.0
O=C(CCN=C1NS(=O)(=O)c2ccccc21)Nc1ccc(Cl)cc1F,-2.0,0.1,0.3,-0.5,-1.3,-2.0,14.3,-1.1,-0.5,-0.6,-0.5
CCCCc1c(O)nc(SCC(=O)c2ccccc2)n(-c2ccccc2OC)c1=O,10.2,0.0,0.1,-0.9,0.5,-6.3,-2.9,-0.7,-0.4,2.4,-1.6
Cc1ccc(NC(=O)c2ccc(OCC3CCCO3)cc2)c(C)c1 (stereo not given),1.4,-0.1,-0.6,1.3,0.4,0.0,6.1,2.2,0.2,2.2,-0.7
COc1ccc(Cl)cc1Nc1nc(N)nc(C(F)(F)F)n1,-0.3,-0.9,-1.5,4.5,-1.6,-1.9,-3.5,-1.2,-1.3,3.3,-2.0
COC(=O)[C@@H]1Cc2c([nH]c3ccccc23)C2CCC(=O)N21 (stereo not given in full),-0.5,0.1,0.3,2.6,-1.4,1.2,-4.6,1.2,-0.4,1.6,-0.3
O=c1oc(Nc2cccc(F)c2)nc2ccccc12,0.6,-0.1,-0.1,5.2,8.5,5.5,-7.0,3.2,2.5,3.3,0.2
# New compounds follow.
SMILES,NPR2 activator,KLK7 zymogen act,DAX1 inh-1,GC-A act,hgDAF12 agonist,SMARCA2 act,sPLA2-III inh,hcDAF-12 act,DAX1 inh-2,GAA850 FXN act,ssDAF12 agonist
COc1ccccc1-n1nnnc1SCc1cc2c(cc1Br)OCO2,-6.2,0.5,-0.7,-3.0,-0.4,-0.2,-3.9,-1.2,-0.7,1.6,-1.1
O=C(Cn1ccc2cc(S(=O)(=O)N3CCCC3)ccc21)NCc1ccccc1,3.2,-0.2,0.6,2.4,-1.8,-1.1,-6.5,-1.1,-0.8,-1.3,-0.5
COc1ccc(OC)c(C(O)c2ncc(-c3ccccc3Cl)[nH]2)c1 (stereo not given),-0.6,-0.3,.,-4.5,-0.3,-1.7,0.8,-1.7,-0.5,-0.8,-0.8
Cc1ccc(S(C)=O)cc1-n1c(=O)n(Cc2ccccc2)c(=O)c2[nH]cnc21 (stereo not given),0.1,-0.1,1.4,4.8,-0.2,-2.4,-1.1,1.5,0.4,0.8,-1.2
CCOC(=O)c1c(NC(=O)C2=C(C)NC(=S)NC2c2ccc(F)cc2F)sc(C)c1C (stereo not given),5.7,-39.5,-1.5,-0.5,-1.7,-0.3,1.6,-2.7,-0.7,1.7,-1.8

# Screens from PubChem BioAssay.

# Compounds as they come; overall some 6.7% were active at least once.
